APJ agonist: agonists of human APJ apelin receptor. CHO-K1 APJ PathHunter beta-arrestin, luminescence; 0% DMSO wells, 100% apelin. activation, % at 20 µM. actives 0.11% (n = 330,000);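 active means activation more than six SD over the plate average, tested at 20 µM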;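 further: 0% = DMSO alone and 100% = apelin-13 at 10 nM; some results filed as inactive read as strong as hits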
Target sequence (P35414 whole entry, looked up): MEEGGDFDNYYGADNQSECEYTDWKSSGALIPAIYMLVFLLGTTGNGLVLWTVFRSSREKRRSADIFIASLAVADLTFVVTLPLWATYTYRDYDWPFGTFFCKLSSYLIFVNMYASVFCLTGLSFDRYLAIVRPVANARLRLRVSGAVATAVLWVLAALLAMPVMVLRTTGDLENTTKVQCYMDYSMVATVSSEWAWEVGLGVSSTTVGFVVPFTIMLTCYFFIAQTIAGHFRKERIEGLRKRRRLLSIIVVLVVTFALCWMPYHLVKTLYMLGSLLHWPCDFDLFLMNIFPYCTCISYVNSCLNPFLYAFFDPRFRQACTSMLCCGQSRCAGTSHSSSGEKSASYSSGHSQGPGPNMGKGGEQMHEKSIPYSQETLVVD
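Incubation: overnight seeding, 90 min compound at 25 °C, 1 h detection; test system: PathHunter CHO-K1 APJ (AGTRL-1) beta-arrestin reporter cells; amount: 1000 cells/well; doses: one dose, 20 µM compound, 1% DMSO; measured by: beta-gal luminescence; measure: agonist-driven arrestin binding to APJ; benchmarks: negative DMSO alone, positive Apelin-13 at 10 nM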
UPR XBP1 act: adaptive UPR (XBP1) activation; CHO-XBP1 luciferase reporter, IRE1-XBP1 UPR activation, luminescence; percent of tunicamycin response, DMSO as zero; activation, % at 20 µM; actives 0.33% (n = 330,000);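 active means versus positive control, 20 µM dose yields 30% or more activation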;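 further: 100% = tunicamycin at 10 µg/mL and 0% = DMSO only wells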
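Assay system: IRE1-XBP1 luciferase reporter CHO line. Input: 1000 cells/well. Buffer or medium: F12 with 10% serum. Doses: 20 µM, 1% DMSO. Times: overnight seeding at 37 °C, 6 h compound treatment at 37 °C. Technique: Steady-Glo luciferase glow luminescence, 10 min after reagent addition.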
CHOP UPR activ: apoptotic UPR (CHOP) activation; CHO-CHOP luciferase reporter, luminescence; percent of tunicamycin response over DMSO baseline; actives 0.34% (n = 330,000); activation, % at 10 µM;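 active means at 10 µM dose, activation of 40% or more, normalized to positive control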;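 further: 100% = tunicamycin at 10 µg/mL and 0% = DMSO alone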
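Assay system: CHO-CHOP cells, stable luciferase reporter of PERK-eIF2a-CHOP signalling / Buffer or medium: F12 plus 10% serum / Compound dosing: one dose, 10 µM in 0.5% DMSO / Times: 6 h compound treatment, 37 °C / Technique: luciferase luminescence / Read-out: % reporter activation, DMSO baseline versus tunicamycin full activation / Benchmarks: tunicamycin and DMSO controls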
CXCR6 block: blocks human CXCR6 beta-arrestin recruitment | O00574 | CHO-K1 PathHunter CXCR6 beta-arrestin, luminescence | inhibition, % at 20 µM | actives 0.36% (n = 360,000) | AID 602244; in the data active means inhibition above about 34%, passing the limit was not always enough;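 further: antagonist mode with CXCL16 agonist at 10 nM final; 0% = 10 nM CXCL16 with DMSO and 100% = unstimulated wells without agonist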
EBI2 block: EBI2 (human) antagonism. P32249. actives 0.81% (n = 360,000). inhibition, % at 5 µM. EBI2 beta-arrestin recruitment, luminescence, 7a,25-OHC stimulated; in the data active means inhibition above about 38%;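 further: enzyme fragment complementation signal reports receptor beta-arrestin coupling in cells; 0% = agonist plus DMSO wells and 100% = wells without agonist; some results beyond the cut were filed as inactive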
Target sequence (P32249 whole entry, looked up, the tested form may be a part): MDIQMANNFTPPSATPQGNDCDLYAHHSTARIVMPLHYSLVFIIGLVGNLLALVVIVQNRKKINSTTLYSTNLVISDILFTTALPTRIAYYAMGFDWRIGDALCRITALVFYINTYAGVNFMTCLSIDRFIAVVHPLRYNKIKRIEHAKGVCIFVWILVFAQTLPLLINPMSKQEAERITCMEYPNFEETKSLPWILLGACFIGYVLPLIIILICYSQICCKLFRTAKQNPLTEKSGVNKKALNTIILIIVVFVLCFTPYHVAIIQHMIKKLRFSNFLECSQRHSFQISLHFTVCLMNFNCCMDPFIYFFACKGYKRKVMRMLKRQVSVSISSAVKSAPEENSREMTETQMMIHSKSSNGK
Mdm2 MdmX PPI: inhibitors of human Mdm2/MdmX interaction. O15151+Q00987. SaOS-2 split-luciferase Mdm2/MdmX complementation, luminescence. inhibition, % at 8 µM. actives 3% (n = 330,000);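 active means inhibition of at least 50% at 8 µM in the primary screen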
CCR6 antagonist: blocks CCL20-driven beta-arrestin recruitment at human CCR6; inhibition, % at 20 µM; P51684; actives 0.49% (n = 340,000); AID 493098; CHO-K1 CCR6 PathHunter beta-arrestin, luminescence, CCL20-stimulated;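 active means compounds whose inhibition of the agonist-driven luminescence signal at 20 µM reaches about 50%, limit read from the data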;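 further: cells stimulated with CCL20 at 14 nM final; plate controls were DMSO with CCL20 for no effect and DMSO without agonist for full effect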
APJ antagonist: APJ receptor antagonism | AID 2521 | inhibition, % at 20 µM | actives 0.32% (n = 330,000) | CHO-K1 APJ beta-arrestin complementation, luminescence;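 active means inhibition above about 40% at 20 µM, limit read from the data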;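 further: cells challenged with 10 nM apelin-13 agonist together with compound; plate controls were apelin-13 plus DMSO wells for no effect and DMSO wells lacking apelin-13 for full effect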
tim23-1 inh: growth inhibitors of tim23-1 mutant yeast; AID 463212; S. cerevisiae tim23-1 growth, BacTiter-Glo luminescence, 24 h; inhibition, % at 20 µM; actives 1.3% (n = 330,000);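 active means growth inhibition of the mutant yeast at or above 50%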;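 further: temperature-sensitive mutant grown at 25 °C; plate controls were DMSO-treated mutant yeast for no effect and medium wells lacking yeast for full effect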
* marks the source's active call; other numbers are inactive results; . = no result given.

molecule	CXCR6 block	APJ agonist	EBI2 block	CHOP UPR activ	tim23-1 inh	Mdm2 MdmX PPI	APJ antagonist	UPR XBP1 act	CCR6 antagonist
COc1cccc(CN2c3ccc(Br)cc3C(=O)CS2(=O)=O)c1	-14	0	7	-0.7	57*	8	-3	-3	2
Cc1ccc(CNC(=O)Cn2ccc3cc(S(=O)(=O)N4CCCCCC4)ccc32)cc1	-11	6	18	2.4	7	0	-21	-1	27
COc1ccc(C(=O)OCC#CCSc2nnc(-c3cccc4ccccc34)o2)cc1	4	-3	4	-1.4	31	15	2	-1	8
O=C1c2ccc(Oc3ccc([N+](=O)[O-])cc3)cc2C(=O)N1CCCO	-2	0	-5	1.8	23	8	1	-4	-11
CC(C)C[C@@H](CO)N1CCN(Cc2ccc(O)cc2)CCC1=O	3	2	-16	-1.2	16	-31	-4	0	-6
COc1cccc(NC(=O)CSc2ccc3nnc(-c4ccccn4)n3n2)c1	10	3	14	-0.8	6	23	13	-8	-1
O=c1cc(CSc2nc3ccccc3[nH]2)c2ccccc2[nH]1	2	-4	1	2.7	17	-32	-9	2	-1
CN(C)CCN=Cc1c(O)n(Cc2ccc3c(c2)OCO3)c(=O)c2ccccc12	-1	-3	-17	-0.5	-19	10	-1	-1	-3
Cc1ccc(NC(=O)c2cccs2)cc1NC(=O)c1ccccc1Cl	-10	-3	-4	1.6	11	10	3	23	7
CC1CCCCN1CCNS(=O)(=O)c1ccc2c(c1)oc(=O)n2C (stereo not given)	5	3	-6	-2.3	3	4	6	-1	-12
COc1ccc([N+](=O)[O-])cc1NC(=O)c1ccc(CN(c2ccccc2)S(C)(=O)=O)cc1	9	0	7	0.0	16	26	25	-2	17
COc1cccc(NC(=O)C2CCN(S(=O)(=O)c3ccc4c(c3)NC(=O)C(C)S4)CC2)c1 (stereo not given)	-7	7	12	1.4	2	20	1	-4	9
O=C(CNC(=O)c1ccc(F)cc1)N/N=C/c1cc(Br)ccc1OCc1ccccc1	1	-5	17	-1.5	2	18	9	0	22
C[C@H](CO)N1C[C@H](C)[C@@H](CN(C)C(=O)Nc2ccccc2)Oc2ccc(NC(=O)CCN3CCOCC3)cc2C1=O	2	-3	-3	1.6	-9	9	1	-1	11
CC1CCN(C(=O)COC(=O)CNC(=O)C23CC4CC(CC(C4)C2)C3)CC1	-1	-3	6	-0.7	1	10	0	-1	-3
CCOc1ccc2ccccc2c1C(=O)Nc1cc(=O)n(C)c(=O)n1C	13	-2	-5	-1.0	-7	7	10	-1	6
O=S(=O)(NCc1ccc2c(c1)OCO2)c1ccc2c(c1)oc1ccccc12	2	3	-4	0.1	40	1	3	-3	7
O=C(c1ccc(F)cc1)C1CCN(C(=O)c2ccncc2)CC1	-3	-3	4	-1.6	11	-24	21	1	-18
O=C(O)CSC(C(=O)Nc1ccc(Br)cc1)c1ccc(Cl)cc1 (stereo not given)	-4	-3	-1	-0.5	11	5	15	-1	10
CCOc1cc(C(=O)Nc2nnc(CC)s2)ccc1OCC(=O)N1CCOCC1	-2	0	-5	-3.5	24	9	6	-6	11
Cc1ccc(C(=O)N2CCN(c3ccccc3O)CC2)cc1S(=O)(=O)N1CCCCC1	-5	-2	0	0.5	14	2	17	-1	7
O=C(NCCCN1CCOCC1)c1cccc(S(=O)(=O)Nc2ccccc2Cl)c1	4	-3	4	-1.0	-3	-4	3	-5	12
CC(OC(=O)CC1CC2CCC1C2)C(=O)Nc1ccc(N2CCOCC2)cc1 (stereo not given)	-5	2	11	0.8	46	-2	1	4	11
CCOC(=O)/C(O)=C/c1ncc(C(F)(F)F)cc1Cl	6	-3	-2	1.1	24	-17	-2	1	7
NS(=O)(=O)c1ccc(CCNC(=O)c2ccc3c(c2)OCO3)cc1	1	-2	-1	3.9	6	3	4	-3	3
COc1ccc(CNC(=O)c2cc3c(s2)CN(Cc2ccccc2)C3)cc1	4	-2	26	1.4	1	8	3	-4	2
COc1ccc(/C(=N/O)C(C)(C)NO)cc1	0	-1	-20	2.7	15	-16	-10	-4	7
O=C(Nc1ccccc1C(=O)Nc1ccc(Br)cn1)c1cccc([N+](=O)[O-])c1	-1	16	-22	34	16	8	-21	9	1
CC1Cc2ccccc2N1S(=O)(=O)c1cccc(C(=O)N2Cc3ccccc3CC2C(N)=O)c1 (stereo not given)	-5	0	-7	-2.4	19	1	4	-3	2
Cc1cc(C)n2nc(SCC(=O)N(Cc3ccccc3)C3CCS(=O)(=O)C3)nc2n1 (stereo not given)	3	-3	4	0.3	17	-21	-4	1	-9
CC(=O)c1c(C)nc2ccc(Br)cc2c1-c1ccccc1	-8	-3	20	-1.1	-43	3	16	-4	17
CCOc1cc(NC(=S)Nc2ccccc2)c(OCC)cc1NC(=O)c1ccccc1	6	-3	17	1.9	40	19	11	-1	-8
O=C(NC(CO)c1ccccc1)c1ccco1 (stereo not given)	2	-3	-7	0.6	-4	-22	-6	0	1
COc1ccc(C(=O)Nc2ccc(NC(C)=O)cc2)cc1S(=O)(=O)N1CCCCC1C (stereo not given)	2	-4	-10	0.7	11	19	13	1	0
CCN(CC)S(=O)(=O)c1ccc(C(=O)NCc2nnc(SCC(=O)OC)n2C)cc1	2	-2	5	-0.3	-4	15	-7	-1	-1
CC1(c2nnc(Cc3ccccc3)o2)CC(c2ccncc2)=NO1 (stereo not given)	-4	11	-3	0.9	3	14	8	-2	1
CCC(=O)N1CCN(c2ccc(NC(=O)COc3ccc(CC)cc3)cc2)CC1	2	0	-2	1.3	21	-6	-5	4	10
COc1ccc(N(CC(=O)Nc2ccc(C)c(F)c2)S(=O)(=O)c2c(C)noc2C)cc1	0	-3	16	-0.3	6	19	-3	-6	4
CCCOC(=O)c1c(-c2ccccc2)nc(CC)c(C(=O)SCC)c1CCC	2	-3	6	4.6	14	25	9	-10	19
CN(C(=O)c1c[nH]c(=O)cc1C(F)(F)F)c1ccc(Cl)c(Cl)c1	0	2	-6	-0.4	13	-1	-10	-1	1
COc1cccc(-c2sc3ccc(OC)cc3c2C#CCCO)c1	-2	-1	0	0.6	22	26	2	0	-7
Cn1c(=O)n(C)c2cc(NC(=O)CSc3nnc(-c4ccccc4O)n3-c3ccccc3)ccc21	7	0	10	-1.1	-5	58*	4	-2	11
NC(=O)c1ccc(NC(=O)CC23CC4CC(CC(Br)(C4)C2)C3)cc1	-13	-1	3	2.9	8	7	13	6	4
COC(=O)c1cccnc1-n1c(=O)c2cccnc2n(Cc2cccc(OC)c2)c1=O	4	-1	-4	-1.6	19	13	11	-1	3
COC(=O)c1c(NC(=O)C2=COCCO2)sc(C)c1C	4	15	-5	1.8	44	1	-71	6	9
CC(C)CCOc1cccc(OCC(=O)Nc2ccncc2)c1	1	3	-6	3.1	37	30	8	6	5
CCN(C(=O)COC(=O)c1cccnc1)c1cccc2ccccc12	4	-2	6	0.8	24	20	16	-3	11
COc1cccc(CN(C)C(=O)CC23CC4CC(CC(C4)C2)C3)c1OC	6	-3	-2	0.5	30	28	32	1	8
Cc1ccc(OCC(=O)N2CCN(S(=O)(=O)c3ccccc3)CC2)c([N+](=O)[O-])n1	4	0	8	-0.7	13	8	-1	-1	8
CC(C)NC(=O)Cn1c(SCC(=O)N2CCc3ccccc3C2)nc2ccccc21	0	-5	-3	-0.4	10	2	-16	-1	-12
CC(=O)OCC1OC(n2ccc(=O)[nH]c2=O)C(O)C1O (stereo not given)	4	-5	6	-0.6	-4	16	-8	-2	4
COc1ccc(/C=C/C(=O)OCC(=O)N(C)c2c(N)n(Cc3ccccc3)c(=O)[nH]c2=O)cc1OC	9	-1	6	0.5	-5	10	-37	1	10
Cc1ccccc1-c1nnc(SCc2ccccc2)o1	9	-1	34	1.6	30	-95	-3	1	12
O=C(CN1CCN(Cc2ccccc2)CC1)Nc1ccc(S(=O)(=O)N2CCOCC2)cc1	0	-6	2	0.9	4	20	-2	-1	2
Cc1ccccc1-c1oc(C)c(C)[n+]1[O-]	5	-2	3	-0.5	-1	5	-15	-1	5
COc1cccc(N2CCN(C(=O)c3cccc(NC4=NC5CS(=O)(=O)CC5S4)c3)CC2)c1 (stereo not given)	-4	-3	-5	-1.9	-10	-2	-53	-1	-4
O=C(Nc1nnc(SCc2cccnc2)s1)C1CC(=O)N(c2ccc(F)cc2)C1 (stereo not given)	0	12	6	1.9	11	-10	0	-2	3
O=C(COC(=O)C1CC2CCCC(C1)C2=O)NC(=O)c1ccccc1 (stereo not given)	-14	0	-1	-0.1	9	19	-2	-3	9
CN(Cc1nccn1C)C(=O)c1cc(COc2ccc3ncccc3c2)on1	-10	0	-13	-2.0	-4	16	3	3	7
O=C(CCC1CCCN(C(=O)Cc2ccc(F)cc2)C1)N1CCN(c2ccccn2)CC1 (stereo not given)	4	-6	18	1.5	15	-12	-9	-5	2

Continuation:
molecule	CXCR6 block	APJ agonist	EBI2 block	CHOP UPR activ	tim23-1 inh	Mdm2 MdmX PPI	APJ antagonist	UPR XBP1 act	CCR6 antagonist
Cc1cc(C)c(N=C2CCCN2Cc2ccccc2)c(C#N)c1	13	-4	16	-2.2	23	2	-14	-3	11
C/C(=N\NC(=O)CN1CCN(Cc2ccccc2)CC1)c1ccncc1	-11	-2	-4	0.0	1	-10	-4	0	2
Cc1c(Cl)ccc2sc(NC(=O)C3CC3)nc12	-6	-1	-2	0.7	50	7	-11	-2	-5
COCCCNC(=O)c1ccc2c(c1)nc(C)n2-c1cccc(C)c1	-3	-5	-6	-0.5	27	-11	13	-3	6
CC1CCCC(NC(=O)COC(=O)c2cccc(NS(=O)(=O)/C=C/c3ccccc3)c2)C1C (stereo not given)	-12	-2	16	-0.4	-12	27	-4	-3	11
CCN(CC(=O)N1CCOCC1)S(=O)(=O)c1ccccc1	-2	-2	8	0.4	-6	12	0	0	9
O=C(NCCc1ccc(Cl)cc1)C1CCN(S(=O)(=O)c2ccc(-n3cnnn3)cc2)CC1	-18	1	16	2.0	13	-12	3	2	-5
Cc1ccc2oc(=O)c3cc(C(=O)Nc4cc(-c5cccc(F)c5)no4)sc3c2c1	.	-3	.	6.7	-5	39	4	13	.
Cc1sc2nc(CSCC(=O)Nc3ccc(OC(F)F)cc3)[nH]c(=O)c2c1C	-3	-3	-5	0.1	9	19	-3	-1	-2

Assay outcomes: PubChem BioAssay, Sanford-Burnham Center for Chemical Genomics

Only part of the results is shown (hit frequency here may not be typical).
